mHtt clearance = compounds clearing mutant huntingtin protein. HeLa Exon1htt(103Q)mCFP, aggregate imaging; zero = plate's median compound well. AID 853. inhibition, % at 1.5 µM. actives 0.42% (n = 47,000);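 active means inhibition of aggregate fluorescence above about 70%, also judged a hit by eye on the cell image, limit read from the data, passing the limit was not always enough; inconclusive means no rule stated for this call; inactive means not judged a hit on image review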;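 further: cells exposed to compound for three days before fixation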
mHtt clearance grain fraction = further read-out of mHtt clearance, marked with its call; fraction fluorescence in grains; measured here: aggregate grain fluorescence fraction; hits give low values;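 scaled fraction of total cell fluorescence in grains with unit not stated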
Starred values were filed as active, the others as inactive; ? = inconclusive; / = not tested or not shown. Not all compounds are listed. The share of hits here may be higher or lower than overall.

mHtt clearance	mHtt clearance grain fraction	smiles
-11	54	CC1CN(Cc2nc3c(c(=O)n(C)c(=O)n3C)n2Cc2ccccc2)CC(C)O1 (stereo unspecified)
-121	46	C=CCOC(=O)C(C#N)c1nc2ccccc2nc1N1CCCC1 (stereo unspecified)
16	19	CC1CC(C)(C)Nc2ccc(OC(=O)c3ccco3)cc21 (stereo unspecified)
39	12	CCC(=O)Nc1ccc(-c2nnc(SCC(=O)N3CCCCC3)n2C)cc1
10	19	Cc1cc(C(=O)COc2cccc3cccnc23)c(C)n1C
-3	42	O=C(CCC1N=C2c3ccccc3N=C(SCc3ccc(Cl)cc3)N2C1=O)NCc1ccco1 (stereo unspecified)
-24	45	CC(C)c1nnc(NC(=O)CSc2ncn[nH]2)s1
-2	19	COC(=O)C1=C(C)N(c2ccc(Cl)c(Cl)c2)C(=O)C1
27	13	CC1CCCCN1C(=O)CSc1nc(-c2ccccc2)cc(=O)[nH]1 (stereo unspecified)
43	22	Cn1c(SCC(=O)N2CCCC2)nnc1-c1ccc(S(=O)(=O)N2CCCC2)cc1
14	29	Fc1ccc(CNc2nc3ccccc3n3nnnc23)cc1
-8	31	COC(=O)c1ccc(NC(=O)CN2CCN(c3cccc(Cl)c3)CC2)cc1
-34	45	CSc1nnc(Cc2cc(=O)[nH]c(=O)[nH]2)n1-c1cc(C)ccc1C
-8	21	CCOC(=O)c1ccc(NC(=O)Nc2ccc(OC)c(OC)c2)cc1
5	27	O=S(=O)(/N=C(/Sc1ccccc1)c1ccccc1)c1ccccc1
-15	21	CC1(C)CC(C)(c2ccc(O)cc2O)N(c2cccc(Cl)c2)C(=S)N1 (stereo unspecified)
28	14	c1ccc2c(c1)oc1c(NCCCn3ccnc3)ncnc12
-8	40	CCN1c2ccccc2-c2nc3ccccc3n2C1c1ccncc1 (stereo unspecified)
-2	20	CCn1cc(C2=NC(C)CO2)c2ccccc21 (stereo unspecified)
-14	22	O=C(NCc1ccccc1)c1ccc(Oc2ccc(C(=O)NCc3ccccc3)cc2)cc1
-66	32	C/C=C/c1ccc(OCCCCn2cncn2)c(OC)c1
35	12	Cc1c(C=O)c2ccccc2n1CC(=O)N1CCc2ccccc2C1
14	16	Cn1c(SCC(N)=O)nnc1C1CCN(S(=O)(=O)c2ccccc2C(F)(F)F)CC1
-64	55	CN1CCN(/C=N/c2sc3c(c2C#N)CCCCC3)CC1
-23	25	CCOc1ccc(CCNC(=O)C2CC(=O)N(C3CCCC3)C2)cc1OCC (stereo unspecified)
-14	39	COc1ccc(-n2nnnc2SCC(=O)c2cccc(OC)c2)cc1
-14	35	CCOC(=O)Cn1c(S(=O)(=O)Cc2ccccc2)nc2ccccc21
-6	20	N#Cc1c(SCC(N)=O)nc2c(c1-c1ccc(OCc3ccccc3)cc1)CCCC2
57	19	CCOC(=O)c1c(C)n(OCc2ccccc2)c2ccc3nonc3c12
-8	21	Cn1c(=O)c2c(-c3ccccc3)n(-n3cnnc3)cc2n(C)c1=O
-1	20	O=C(NC1CCCCC1)NC1CCN(S(=O)(=O)Cc2ccccc2)CC1
15	32	CC(c1ccco1)N(C(=O)c1ccc(Cl)s1)c1ccccn1 (stereo unspecified)
44	11	O=C(NC1CCCCC1)C(c1ccc(Cl)cc1)N(C(=O)c1cnccn1)c1ccc2c(c1)OCO2 (stereo unspecified)
-22	41	Cc1nc2ccccc2c2oc(C(=O)NCCN3CCN(C)CC3)cc12
29	29	Cc1ccc(CSc2nc3ccncc3[nH]2)cc1
32	26	CC#CCCCC(=O)Nc1ccccc1C(=O)O
16	35	Clc1ccc(Oc2nnnn2-c2ccccc2)cc1
38	11	CC1CC(C)CN(C(=O)COC(=O)CNS(=O)(=O)/C=C/c2ccccc2)C1 (stereo unspecified)
-28	26	CSc1ccccc1NC(=O)CN(Cc1ccc(Cl)cc1)S(C)(=O)=O
-18	46	Cc1cc(Br)ccc1NC(=O)CNC(=O)CN(C)Cc1nc2ccccc2c(=O)[nH]1
-1	19	O=C(CSc1nnc(-c2ccc(Cl)s2)o1)N1CCOCC1
9	33	CN(C)c1nc(Oc2ccc(C(=O)OCC(=O)Nc3ccccc3)cc2)nc(N(C)C)n1
-47	27	CCN(CC)C(=O)C1CCN(CC2CC=CCC2)CC1 (stereo unspecified)
?	/	CCOc1ccc(OCC)c(NC(=O)CN2CCN(c3cc(C)ccc3C)CC2)c1
3	19	O=C(c1csc2c1CCCC2)N1CCN(c2ncccn2)CC1
24	30	O=C(NCc1ccc(F)cc1)C(c1ccncc1)N(C(=O)c1csnn1)C1CC1 (stereo unspecified)
-2	16	Cc1cccc(C(=O)NCCN(C)C)c1
-69	32	CCOC(=O)c1oc2c(CN3CCCCC3C)c(O)ccc2c(=O)c1-c1ccc(OC)c(OC)c1 (stereo unspecified)
-7	36	C=C(C)c1nc(N)nc(N)n1
21	30	CCCCSc1nnc2nc(C)cc(C)n12
25	16	COC(=O)C1=C(C)N(CCC2=CCCCC2)C(=O)C1
-6	20	CCOc1ccc(C2CC(=O)NC3=C2C(=O)CCC3)cc1Cl (stereo unspecified)
0	31	COCCCNC(=O)CCCn1c(=O)[nH]c2ccccc2c1=O
-357	145	COCCn1c(=S)[nH]c2cc(C(=O)N3CCc4ccccc43)ccc2c1=O
-12	22	O=C(C1CC(=O)N(c2ccccc2)C1)N1CCN(C2=NS(=O)(=O)c3ccccc32)CC1 (stereo unspecified)
-20	53	Cc1nn(Cc2ccccc2Cl)c(C)c1NC(=O)c1noc2c1CCCCC2
7	29	CCOC(=O)CSc1cc(CS(=O)(=O)c2ccccc2)nc(-c2ccccc2)n1
-7	30	OCCN(CCO)CC(O)COCCC12CC3CC(CC(C3)C1)C2 (stereo unspecified)
-9	40	CC(=O)N1CCc2cc(C(=O)CN3CCN(c4cccc(Cl)c4)CC3)ccc21
-7	36	Cc1ccccc1CS(=O)(=O)Cc1ccc(C(=O)N2CCOCC2)o1

Among those listed so far, 13 have an aryl thioether with sulfur outside any ring.
mHtt clearance	mHtt clearance grain fraction	smiles
39	12	CCC(=O)Nc1ccc(-c2nnc(SCC(=O)N3CCCCC3)n2C)cc1
-24	45	CC(C)c1nnc(NC(=O)CSc2ncn[nH]2)s1
27	13	CC1CCCCN1C(=O)CSc1nc(-c2ccccc2)cc(=O)[nH]1 (stereo unspecified)
43	22	Cn1c(SCC(=O)N2CCCC2)nnc1-c1ccc(S(=O)(=O)N2CCCC2)cc1
-34	45	CSc1nnc(Cc2cc(=O)[nH]c(=O)[nH]2)n1-c1cc(C)ccc1C
14	16	Cn1c(SCC(N)=O)nnc1C1CCN(S(=O)(=O)c2ccccc2C(F)(F)F)CC1
-14	39	COc1ccc(-n2nnnc2SCC(=O)c2cccc(OC)c2)cc1
-6	20	N#Cc1c(SCC(N)=O)nc2c(c1-c1ccc(OCc3ccccc3)cc1)CCCC2
29	29	Cc1ccc(CSc2nc3ccncc3[nH]2)cc1
-28	26	CSc1ccccc1NC(=O)CN(Cc1ccc(Cl)cc1)S(C)(=O)=O
-1	19	O=C(CSc1nnc(-c2ccc(Cl)s2)o1)N1CCOCC1
21	30	CCCCSc1nnc2nc(C)cc(C)n12
7	29	CCOC(=O)CSc1cc(CS(=O)(=O)c2ccccc2)nc(-c2ccccc2)n1

Carrying on:
mHtt clearance	mHtt clearance grain fraction	smiles
-37	27	Cc1ccc(-c2[nH]nc3c2C(c2ccc(OC(=O)N4CCOCC4)cc2)C(C#N)=C(N)O3)cc1 (stereo unspecified)
-23	44	O=C(Nc1ccc2c(c1)CCC2)C1COc2ccccc2O1 (stereo unspecified)
30	26	COc1nc(-c2ccccc2)ccc1-c1noc(-c2ccco2)n1
48	9.5	O=C(CSc1nc2ccccc2nc1SCC(=O)N1CCCCC1)N1CCCCC1
-62	70	O=C(Nc1cccnc1)c1ccc(COc2cc(Cl)ccc2Cl)o1
-76	34	CCOC(=O)N1CCN(C(=O)C2CCN(S(C)(=O)=O)CC2)CC1
-13	43	CCCCCCNc1c([N+](=O)[O-])cc(C)cc1[N+](=O)[O-]
-11	44	CN(C)c1nc(N)nc(/C(C#N)=C/C2CC3C=CC2C3)n1 (stereo unspecified)
11	33	Cc1cc(NC(=O)c2cccc(N3C(=O)CCC3=O)c2)no1
55	8.3	CC(C)N(C)CCOC(=O)c1ccc2c(c1)OCCO2
23	15	COc1ccc(C(=O)Nc2cc(OC)nc(OC)n2)cc1
-184	61	COc1ccc(C(=O)c2ccc(OC)c(N)c2)cc1N
4	33	CCOC(=O)c1cccc(NC(=O)CSc2nnc(C)n2Cc2ccccc2)c1
13	45	CCC(C)NS(=O)(=O)c1ccc(NC(=O)c2c(-c3ccccc3)noc2C)cc1 (stereo unspecified)
20	27	COc1ccccc1C(=O)N(Cc1nc(-c2ccc(Cl)cc2)no1)C(C)C
-17	51	Cc1csc(=S)n1-c1ccccc1
-4	41	Nc1ccc2nc(-c3ccccc3)[nH]c2c1
-135	87	COCCOC(=O)C1=C(N)Oc2c(oc(CO)cc2=O)C1c1c(F)cccc1Cl (stereo unspecified)
41	11	CC(=O)/C(=N\Nc1ccccc1)Oc1ccc([N+](=O)[O-])cc1
42	11	Cc1ccc(-c2nnn(CC(=O)N(Cc3ccc(F)cc3)C(C(=O)NC3CCCC3)c3ccncc3)n2)o1 (stereo unspecified)
8	26	O=S(=O)(NCCc1ccncc1)c1ccc(Br)cc1
20	34	CC1(C)CC(=O)C2=C(C1)N(Cc1cccnc1)C(=O)C2(NC(=O)c1ccc(F)cc1)C(F)(F)F (stereo unspecified)
-26	43	CN1/C(=C\C(=O)c2ccco2)c2ccccc2CC1(C)C
-38	55	O=C(Cn1cc(C(F)(F)F)ccc1=O)N1CCN(S(=O)(=O)c2ccc(Cl)cc2)CC1
-23	54	COc1ccccc1OCCNC(=O)c1ccc(S(=O)(=O)N(C)C)cc1
10	35	CC(C)CN=c1cc(-c2ccccc2)oc2ccc(Cl)cc12
-1	43	O=C(Cn1cnc2ccccc2c1=O)N1CCOCC1
60	17	S=c1[nH]nc(-c2ccncc2)n1Cc1ccccc1
15	27	COc1nc(NCCC2=CCCCC2)nc(OC)n1
-48	27	O=C(CCCOc1ccc(Cl)cc1)N1CCCCCC1
39	20	CC(NC(=O)Cn1c(=O)oc2cc(S(=O)(=O)N3CCCC3)ccc21)c1ccccc1 (stereo unspecified)
-14	23	O=C(Nc1ccc(Cl)cc1)OCc1ccccn1
0	45	CCOC(=O)Cn1cnc2c(C#N)c3n(c2c1=O)CCCCC3
-29	56	CCOC(=O)C1CCN(S(=O)(=O)C(F)(F)c2nc3ccccc3s2)CC1
-17	42	Cc1ccc(-n2nc3c(c2NC(=O)c2ccc(S(=O)(=O)N4CCOCC4)cc2)CSC3)c(C)c1
39	11	Nc1nc(SCC(=O)N2CCCC2)[nH]c(=O)c1-c1ccccc1
29	29	COc1cccc(-n2nnc3c(=O)n(Cc4ccc(Cl)cc4)cnc32)c1
12	17	CC1(C)CC(CCNC(=O)c2ccco2)CC(C)(C)N1
52	14	CCCOc1ccc(C(C)(O)CN2CCOCC2)cc1 (stereo unspecified)
-28	30	Cc1ccc(CNC(=O)C2CCCN(S(C)(=O)=O)C2)cc1 (stereo unspecified)
39	26	CC1(C(=O)NC2CCCCCCC2)CCC(=O)N1Cc1cccnc1 (stereo unspecified)
16	31	COc1ccc(CCNC(=O)C2CCN(S(=O)(=O)N3CCCCCC3)CC2)cc1OC
?	/	COc1ccc(CCn2c(-c3ccco3)nc3nc4ccccc4nc32)cc1
-19	24	O=C(Nc1ccc2oc(-c3ccc(F)cc3)nc2c1)c1ccccc1F
-36	28	COc1cc(C2CC(=O)NC3=C2C(=O)CC(C)(C)C3)cc(OC)c1O (stereo unspecified)
-414	163	O=C(Cn1c(C(F)(F)F)nc2ccccc21)N1CCCC1
59	7	NC(=O)CSc1nc(O)cc(=O)n1-c1ccccc1
33	29	Cc1ccc2nc3ccc(N4CCCC4)nn3c(=O)c2c1
1	21	CN(C)CCNS(=O)(=O)c1ccc(Cl)cc1
-23	38	C/C(CC(=O)NC1CCCC1)=N\NC(=O)Cc1cccs1
-63	31	COc1ccc(S(=O)(=O)Nc2ccc(CC#N)cc2)cc1
11	39	Cn1c(=O)c2c(nc(SCC(=O)NCC3CCCO3)n2C)n(C)c1=O (stereo unspecified)
-2	39	O=C1CCCN1C(=O)CCC(=O)N1CCCC1=O
38	23	CCOC(=O)c1c(C)[nH]c(C)c1C(=O)COC(=O)C1CCCN1S(=O)(=O)c1ccccc1F (stereo unspecified)
-18	40	CS(=O)(=O)c1ccc2nc(NC(=O)Oc3ccccc3)sc2c1
58	8.2	CC(NC(=O)c1ccccc1Cl)c1nnc(SCC(=O)Nc2ccc(C(=O)O)cc2)n1C (stereo unspecified)

Single values from the entries so far.
Value of `C/C(CC(=O)NC1CCCC1)=N\NC(=O)Cc1cccs1` in mHtt clearance: -23
Value of `CCCOc1ccc(C(C)(O)CN2CCOCC2)cc1` (stereo unspecified) in mHtt clearance grain fraction: 14
Value of `Cc1ccc(-n2nc3c(c2NC(=O)c2ccc(S(=O)(=O)N4CCOCC4)cc2)CSC3)c(C)c1` in mHtt clearance: -17
Value of `COc1cccc(-n2nnc3c(=O)n(Cc4ccc(Cl)cc4)cnc32)c1` in mHtt clearance: 29
Value of `CC(NC(=O)c1ccccc1Cl)c1nnc(SCC(=O)Nc2ccc(C(=O)O)cc2)n1C` (stereo unspecified) in mHtt clearance: 58
